DAX1 inh: inhibitors of human orphan nuclear receptor DAX1 (NR0B1) | hit rate 0.99% among 340,000 | HEK293 Gal4-DAX1 luciferase reporter, luminescence | P51843 | inhibition, % at 6.75 µM;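 active means inhibition above the mean over all tested compounds plus 3 SD, cut at about 4.2% in these data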;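 further: 0% = DAX1-transfected cells with DMSO and 100% = empty-vector control cells with DMSO; inhibition shows as a rise in luminescence from relieved DAX1 repression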
Target sequence (P51843 207-470 limits assumed): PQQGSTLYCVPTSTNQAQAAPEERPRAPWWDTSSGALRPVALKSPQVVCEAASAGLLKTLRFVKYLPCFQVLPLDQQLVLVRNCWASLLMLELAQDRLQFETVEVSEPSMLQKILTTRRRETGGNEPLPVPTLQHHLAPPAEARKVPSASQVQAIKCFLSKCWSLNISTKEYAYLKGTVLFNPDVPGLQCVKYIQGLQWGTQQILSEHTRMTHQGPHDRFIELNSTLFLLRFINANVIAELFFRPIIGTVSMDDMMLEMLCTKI
FXN GAA850 act: increases GAA850 frataxin promoter reporter activity | activation, % at 6 µM | hit rate 0.56% among 360,000 | HEK293 lucGAA850 FXN promoter luciferase reporter, 24 h; percent of 10 µM SAHA response;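 active means activation above the average of all compounds screened plus 3 SD, cutoff fixed separately per campaign, cut at about 7.5% in these data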;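 further: 0% = DMSO wells and 100% = 10 µM SAHA wells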
Starred values were filed as active, the others as inactive. A portion of the library (hit frequency here may not be typical).

Screening COc1ccc(NC(=O)c2cc3n(n2)C(C(F)(F)F)CC(c2ccc4c(c2)OCO4)N3)cc1OC (stereo not drawn) returned DAX1 inh -0.2 and FXN GAA850 act 1.6.
For Cc1ccc(N2C(=O)N3[C@H]4c5ccccc5OC[C@@H]4[C@@H](c4ccccc4)[C@@]3(C)C2=O)cc1 the results were DAX1 inh 0.6 and FXN GAA850 act -6.6.
Cc1ccc(O)c(C=Nc2cc(C)ccc2O)c1 was read as DAX1 inh -1.5 and FXN GAA850 act 3.9.
CCN(CC)c1ccc(/C=C(\C#N)c2ccccn2)cc1 was read as DAX1 inh -1.7 and FXN GAA850 act -5.1.
For Cc1c(Cl)cccc1NC(=O)C(=O)NNS(=O)(=O)c1ccc(F)cc1 the results were DAX1 inh 3.5 and FXN GAA850 act 0.1.
`CCOc1ccc(-c2c(C(=O)N/N=C/c3ccc(C)s3)nnn2-c2nonc2N)cc1` gave DAX1 inh 0.8 and FXN GAA850 act -0.8.
For Cc1cc2cc(CN(Cc3ccc4c(c3)OCO4)C(=O)c3ccco3)c(=O)[nH]c2cc1C the results were DAX1 inh 0.2 and FXN GAA850 act -2.8.
`CCCN(CCC)c1nc(N)c(C#N)c(CC#N)c1C#N` gave DAX1 inh -0.2 and FXN GAA850 act 5.4.
`C#CCOCCOCCOCCNc1nc(N2CCN(C(=O)CCCCCCCCCCNC(=O)[C@H](CCCCN)n3cc(C)nn3)CC2)nc(N2CCN(C(=O)CCCCCCCCCCNC(=O)[C@@H]([C@H](C)CC)n3cc(CCCCCN)nn3)CC2)n1` gave DAX1 inh -0.2 and FXN GAA850 act 0.7.
CCN(CC)CCOC(=O)C1c2ccccc2Oc2ccccc21 was read as DAX1 inh 0.3 and FXN GAA850 act -1.0.
For COc1cc(C(=O)NC2CCN(C)CC2)ccc1Nc1ncc2c(n1)N(C1CCC(O)CC1)CCC(=O)N2C (stereo not drawn) the results were DAX1 inh 0.6 and FXN GAA850 act 0.0.
`Cc1ccccc1-n1nc2c(c1NC(=O)c1ccc(Br)o1)CSC2` gave DAX1 inh -1.5 and FXN GAA850 act 2.1.
Screening N#Cc1cccc(NC(=O)Cn2cnc(S(=O)(=O)N3CCc4ccccc43)c2)c1 returned DAX1 inh -0.8 and FXN GAA850 act -2.7.
Screening O=[N+]([O-])c1cc2oc3c(c2c(C=NCc2ccncc2)c1O)CCCC3 returned DAX1 inh -0.3 and FXN GAA850 act 1.0.
O=C(Nc1cc(Cl)cc(Cl)c1)c1ccc(Cn2c(=O)[nH]c3ccsc3c2=O)cc1 was read as DAX1 inh 0.0 and FXN GAA850 act -0.3.
For CCNc1cc(O)ccc1C the results were DAX1 inh -0.2 and FXN GAA850 act -1.3.
For O=C(NCC(=O)N(c1cccnc1)C(C(=O)NC1CCCC1)c1ccccc1F)c1ccco1 (stereo not drawn) the results were DAX1 inh -0.8 and FXN GAA850 act 0.3.
`CCOc1ccccc1N1CCN(Cc2c(C)n(C)n(-c3ccccc3)c2=O)CC1` gave DAX1 inh 0.5 and FXN GAA850 act -0.2.
Screening CCN1CCS/C1=C/C=C/C1=[N+](CC)CCS1 returned DAX1 inh -3.3 and FXN GAA850 act -3.8.
Screening Cc1ccc2nc(-c3ccc(N4C(=NC(=O)CCC(=O)O)SC5CS(=O)(=O)CC54)cc3)sc2c1 (stereo not drawn) returned DAX1 inh 2.4 and FXN GAA850 act 3.8.

Arranged by molar mass (rising): 3 of the compounds above.
For Cc1c(Cl)cccc1NC(=O)C(=O)NNS(=O)(=O)c1ccc(F)cc1 the results were DAX1 inh 3.5 and FXN GAA850 act 0.1.
Screening N#Cc1cccc(NC(=O)Cn2cnc(S(=O)(=O)N3CCc4ccccc43)c2)c1 returned DAX1 inh -0.8 and FXN GAA850 act -2.7.
`CCOc1ccc(-c2c(C(=O)N/N=C/c3ccc(C)s3)nnn2-c2nonc2N)cc1` gave DAX1 inh 0.8 and FXN GAA850 act -0.8.

At a glance, some entries already given.
O=C(Nc1cc(Cl)cc(Cl)c1)c1ccc(Cn2c(=O)[nH]c3ccsc3c2=O)cc1 was read as DAX1 inh 0.0 and FXN GAA850 act -0.3.
For CCNc1cc(O)ccc1C the results were DAX1 inh -0.2 and FXN GAA850 act -1.3.
For O=C(NCC(=O)N(c1cccnc1)C(C(=O)NC1CCCC1)c1ccccc1F)c1ccco1 (stereo not drawn) the results were DAX1 inh -0.8 and FXN GAA850 act 0.3.
`CCOc1ccccc1N1CCN(Cc2c(C)n(C)n(-c3ccccc3)c2=O)CC1` gave DAX1 inh 0.5 and FXN GAA850 act -0.2.
Screening CCN1CCS/C1=C/C=C/C1=[N+](CC)CCS1 returned DAX1 inh -3.3 and FXN GAA850 act -3.8.
Screening Cc1ccc2nc(-c3ccc(N4C(=NC(=O)CCC(=O)O)SC5CS(=O)(=O)CC54)cc3)sc2c1 (stereo not drawn) returned DAX1 inh 2.4 and FXN GAA850 act 3.8.

Additional compounds follow.
`CCc1ccc(S(=O)(=O)Nc2c(NC3CCCCC3)c3ccccc3oc2=O)cc1` gave DAX1 inh 0.5 and FXN GAA850 act 1.2.
Screening CC1=C/C(=N\OS(=O)(=O)c2ccccc2)C=CC1=O returned DAX1 inh -1.3 and FXN GAA850 act 1.1.
`C#CCOCCOCCOCCNc1nc(N2CCN(C(=O)CCCCCCCCCCNC(=O)Cn3cc(CCCCCN)nn3)CC2)nc(N2CCN(C(=O)CCCCCCCCCCNC(=O)[C@H]([C@@H](C)CC)n3cc(CCCCN=C(N)N)nn3)CC2)n1` gave DAX1 inh -0.6 and FXN GAA850 act 2.0.
`CCCCS(=O)(=O)N1C2=NC(C(=O)OC)=C(C(=O)OC)[C@@H]3N(C)c4ccc(OC)cc4[C@]23C[C@H]1C(=O)OC` gave DAX1 inh 3.2 and FXN GAA850 act -0.3.
`CCCn1c(=O)n(C)c(=O)c2c(SCC(=O)NCc3ccco3)nc(C3CC3)nc21` gave DAX1 inh 0.2 and FXN GAA850 act 3.3.
CC(C)C(=O)Nc1ccc(C(=O)Nc2ccc(S(=O)(=O)N3CCOCC3)cc2)cc1 was read as DAX1 inh 0.9 and FXN GAA850 act 1.0.
Screening Cc1ccc(S(=O)(=O)NCC(=O)N2CCN(c3ccccc3F)CC2)cc1 returned DAX1 inh -1.1 and FXN GAA850 act 1.0.
`CC(C)C[C@H](NC(=O)c1[nH]cnc1C(=O)N[C@@H](C)c1ccccc1)C(=O)OCc1ccccc1` gave DAX1 inh 0.1 and FXN GAA850 act -0.6.
`CCCCCn1c(=O)[nH]c2cc(C(=O)NCCN3CCC(C)CC3)ccc2c1=O` gave DAX1 inh 2.9 and FXN GAA850 act 1.5.
Screening Cc1ccc(C)c(OCCn2ccnc2)c1 returned DAX1 inh 1.6 and FXN GAA850 act 3.4.
Screening COc1ccc(NC(=O)Cn2c(-c3ccc(OC)cc3)cn(-c3ccc(C)cc3)c2=O)cc1 returned DAX1 inh -0.7 and FXN GAA850 act 0.8.
`COc1ccc(NC(=O)CCNC(=O)Cn2ccc3ccccc3c2=O)cc1OC` gave DAX1 inh -0.4 and FXN GAA850 act -1.4.
For O=C(c1ccc(OC2CCN(CCO)CC2)cc1)N1CCCC1 the results were DAX1 inh -0.2 and FXN GAA850 act 1.3.
Cc1nnc(N2CCC(C(=O)N3CCCCC3)CC2)c2nn(-c3ccc(Cl)cc3)c(C)c12 was read as DAX1 inh 0.1 and FXN GAA850 act 0.6.
For O=C1C2N=NN(CC(=O)N3N=C(c4cccc5ccccc45)CC3c3ccccc3)C2C(=O)N1c1ccccc1 (stereo not drawn) the results were DAX1 inh -0.5 and FXN GAA850 act -0.6.
O=c1c2ccccc2nc2n1CCN2Cc1ccc(Cl)cc1 was read as DAX1 inh -4.0 and FXN GAA850 act 3.0.
COc1cc(CNc2ccc(N3CCCC3)cc2)ccc1OCc1ccccc1F was read as DAX1 inh 0.4 and FXN GAA850 act 4.0.
For CCC1CCCCN1CCCNC(=O)C1CCN(Cc2nc(-c3ccc(Cl)cc3)oc2C)CC1 (stereo not drawn) the results were DAX1 inh 0.7 and FXN GAA850 act -0.7.
Screening Cc1ccc(C(=O)Oc2ccc(C(=O)COC(=O)C3CC(=O)N(Cc4ccco4)C3)cc2)cc1 (stereo not drawn) returned DAX1 inh -0.3 and FXN GAA850 act 5.3.
For OCC[C@@H]1C[C@H](O)[C@@H](O)[C@@]2(OCCc3ccccc32)O1 the results were DAX1 inh 0.2 and FXN GAA850 act -1.4.
CCOc1ccc(CN(C)c2ccc(S(=O)(=O)N3CCN(C)CC3)cc2[N+](=O)[O-])cc1OC was read as DAX1 inh -1.8 and FXN GAA850 act -2.8.
O=C(C1=C(O)C(=O)N(CCN2CCOCC2)C1c1ccc([N+](=O)[O-])cc1)c1cc2ccccc2o1 (stereo not drawn) was read as DAX1 inh 1.6 and FXN GAA850 act 1.0.
For O=C(NC1CCCC1)c1cc(COc2ccc3ncccc3c2)on1 the results were DAX1 inh -7.0 and FXN GAA850 act -4.7.
Screening O=C(CCc1nnc2n(Cc3ccc(Cl)cc3)c(=O)c3ccccc3n12)N1CCN(c2ccccn2)CC1 returned DAX1 inh 0.9 and FXN GAA850 act -1.0.
Screening COc1ccc(C2C3=C(CCCC3=O)Nc3c(-c4ccccc4)c(C)nn32)cc1 (stereo not drawn) returned DAX1 inh -0.1 and FXN GAA850 act -2.0.
Screening O=C(N/N=C/C(Br)=C/c1ccccc1)c1n[nH]c2c1CCC2 returned DAX1 inh -1.6 and FXN GAA850 act 2.4.
Screening Cc1noc(C)c1C(=O)Nc1ccc(-n2ccc(C(F)(F)F)n2)cc1 returned DAX1 inh -1.2 and FXN GAA850 act 0.1.
`Cc1ccc(S(=O)(=O)N(C(=O)c2ccncc2)c2ccc(OC(=O)c3ccncc3)c3ccccc23)c(C)c1` gave DAX1 inh 0.5 and FXN GAA850 act 2.0.
Screening N#C/C(=C/c1ccc(N2CCCCCC2)o1)c1ccc(F)cc1 returned DAX1 inh -2.0 and FXN GAA850 act 3.4.
For COc1ccc2c(c1)C1OCCC1C(c1ccco1)N2 (stereo not drawn) the results were DAX1 inh 0.0 and FXN GAA850 act 2.2.
Screening NC(=O)c1ccc(NC(=O)CSC2=Nc3ccccc3C3CC=NN23)cc1 (stereo not drawn) returned DAX1 inh -0.2 and FXN GAA850 act 3.0.
Screening COC(=O)c1ccc(/C=C/C(=O)c2ccc(OC)c(OC)c2)cc1 returned DAX1 inh 1.0 and FXN GAA850 act 5.3.
Cc1cc2c(cc1C)N(C(=O)CCl)CC(=O)N2 was read as DAX1 inh -4.0 and FXN GAA850 act 0.7.
Screening CC1=NOC(=O)/C1=C/c1ccc(-c2ccc(Cl)cc2)o1 returned DAX1 inh -0.7 and FXN GAA850 act 1.9.
For O=C(CN1C(=O)NC(c2ccc(F)cc2)C1=O)NC1CCCCC1 (stereo not drawn) the results were DAX1 inh -0.8 and FXN GAA850 act 1.3.
Cc1ccc(-c2nnc(NCc3nc4ccccc4[nH]3)c3ccccc23)cc1S(=O)(=O)N1CCOCC1 was read as DAX1 inh -3.3 and FXN GAA850 act -4.7.
Screening COc1cc(/C=C2/C(=O)N=C(N)N2C)cc(OC)c1OC returned DAX1 inh 1.1 and FXN GAA850 act -0.5.
Screening CCN1/C(=C/C=C/c2sc3ccccc3[n+]2CC)Sc2ccccc21 returned DAX1 inh -4.4 and FXN GAA850 act -6.6.
`N#C/C(=C/c1ccc(N2CCCCCC2)o1)c1ccc(Cl)cc1` gave DAX1 inh -1.2 and FXN GAA850 act 3.5.
For CCOc1cc([N+](=O)[O-])cc(/C=N/NC(=O)c2c(-c3ccccc3)noc2C)c1O the results were DAX1 inh 0.5 and FXN GAA850 act 1.6.
Screening COC(=O)c1c(=O)n(O)c2ccc(OC)cc2[n+]1[O-] returned DAX1 inh 1.4 and FXN GAA850 act 0.9.
For CC(Sc1nc2ccccc2s1)C(=O)Nc1ccc2c(c1)OCO2 (stereo not drawn) the results were DAX1 inh -1.6 and FXN GAA850 act 1.0.
Cc1ccc(C)c(S(=O)(=O)Nc2cc(SCC(=O)O)c(O)c3ccccc23)c1 was read as DAX1 inh -1.6 and FXN GAA850 act -1.6.
Screening CCOC(=O)CC1C(=O)NCCN1c1nc2ccc(C)cn2c(=O)c1/C=C1\SC(=S)N(CC(C)C)C1=O (stereo not drawn) returned DAX1 inh 1.2 and FXN GAA850 act 1.3.
Cc1ccc(-c2c(C(=O)N/N=C/c3cccs3)nnn2-c2nonc2N)cc1 was read as DAX1 inh 0.2 and FXN GAA850 act -1.3.
For O=C1Nc2ccccc2C1=Nc1ccc(F)cc1 the results were DAX1 inh 2.4 and FXN GAA850 act -0.2.
Screening N#Cc1cccc2c1-c1ccccc1/C2=N/NC(N)=S returned DAX1 inh -0.9 and FXN GAA850 act 2.0.
For CCSc1ccc([C@@H]2[C@H]3C(=O)N(CC)C(=O)[C@H]3[C@]3(C(=O)OC)CCCCN23)cc1OC the results were DAX1 inh -0.1 and FXN GAA850 act -1.0.
CCOC(=O)c1c(NC(=O)C2CC(Cl)=CCC2C(=O)O)sc2c1CCCCC2 (stereo not drawn) was read as DAX1 inh -0.1 and FXN GAA850 act -0.9.
Screening CC1CN(S(=O)(=O)c2cccc(C(=O)N(CCc3ccccc3)Cc3ccccc3)c2)CC(C)O1 (stereo not drawn) returned DAX1 inh -2.6 and FXN GAA850 act -4.3.
O=C(c1ccc(Cl)cc1)C1CCN(C(=O)C2CC2)CC1 was read as DAX1 inh -0.7 and FXN GAA850 act 0.9.
`CN(Cc1ccon1)C(=O)CC1C(=O)NCCN1Cc1ccc(F)c(F)c1` (stereo not drawn) gave DAX1 inh 1.4 and FXN GAA850 act 0.4.
Screening O=[N+]([O-])c1ccc2nc(SCc3ccccc3Cl)sc2c1 returned DAX1 inh -0.6 and FXN GAA850 act 4.7.
CNc1oc(/C=C/c2cccc(OC)c2)nc1C#N was read as DAX1 inh 3.3 and FXN GAA850 act 6.4.
COc1cc2[nH]c(=O)n(CCCC(=O)NC3CCCCC3)c(=O)c2cc1OC was read as DAX1 inh 1.3 and FXN GAA850 act -0.5.
For CCN1CCN(CCNC(=O)c2ccc3c(c2)NC(=O)/C(=C\c2cccc(Cl)c2)S3)CC1 the results were DAX1 inh -0.4 and FXN GAA850 act 0.1.
